RmlCD inh 1536: blocks M. tuberculosis RmlC and RmlD coupled enzymes | P9WH09+P9WH11 | RmlC+RmlD coupled enzyme assay, percent inhibition; primary screen in compound mixtures | inhibition, % at 3.6 µM | 160,000 compounds, 0.03% hits | AID 1533; in the data active = inhibition mostly above about 34%, no sharp cut-off; also: some results filed as inactive read as strong as hits
Target sequence (P9WH09 whole entry, looked up): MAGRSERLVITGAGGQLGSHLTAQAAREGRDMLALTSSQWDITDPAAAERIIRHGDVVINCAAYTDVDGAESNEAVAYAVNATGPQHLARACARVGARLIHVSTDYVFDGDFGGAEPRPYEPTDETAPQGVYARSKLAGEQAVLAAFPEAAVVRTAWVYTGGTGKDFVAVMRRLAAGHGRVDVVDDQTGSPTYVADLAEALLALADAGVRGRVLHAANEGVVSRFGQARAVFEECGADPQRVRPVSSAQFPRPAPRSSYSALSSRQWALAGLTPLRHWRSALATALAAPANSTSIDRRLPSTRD
Target sequence (P9WH11 whole entry, looked up): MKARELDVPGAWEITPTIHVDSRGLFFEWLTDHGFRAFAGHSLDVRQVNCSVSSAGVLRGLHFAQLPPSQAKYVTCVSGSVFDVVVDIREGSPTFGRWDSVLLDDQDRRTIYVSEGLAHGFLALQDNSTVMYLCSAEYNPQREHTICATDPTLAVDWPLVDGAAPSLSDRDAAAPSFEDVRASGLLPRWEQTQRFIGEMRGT
M. tuberculosis GlmU: inhibition of mycobacterial GlmU enzyme – biochemical, glucosamine-1-phosphate acetyltransferase (AID 1376). inhibition, %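 (tested at 30 µM in the primary screen)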; hits with a dose series show IC50 in µM. M. tuberculosis GlmU acetyltransferase enzyme assay; higher % means a stronger effect. 220,000 compounds, 0.25% hits; in the data active = inhibition above about 13%;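 also: 0% = complete reaction with vehicle and 100% = reaction without substrate; strong numbers were not always called active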
Starred values were filed as active, the others as inactive; nt = no result given; & = joins results of further samples. This is a subset; count on the stated rates, not on these rows.

SMILES	RmlCD inh 1536	M. tuberculosis GlmU
COC(=O)C1=C[C@@H](C(=O)OC)[C@@H]2C3=C(C(=O)[C@@]2(C)NC(=O)c2ccccc2)[C@H](c2ccccc2)[C@@H]2C(=O)NC(=O)[C@@H]2[C@@H]3C1	nt	4.2%
COC(=O)Cc1c(O)ccn(CCc2c[nH]c3ccccc23)c1=O	nt	-0.3%
CC(C)CC(=O)N1CCC(N2CCN(c3ccccc3)CC2)CC1	7	2.5%
O=C(COC(=O)c1ccccc1Br)NCCC1=CCCCC1	7	0.6%
Cc1cc(C)c(NC(=O)CN2C(=O)NC3(CCOc4ccccc43)C2=O)c(C)c1 (centres undefined)	nt	-3.3%
C=CCn1c(-c2ccccc2)n[nH]c1=S	-2	-3.5%
O=Cc1cn(CCC(=O)O)nc1-c1cccc(Cl)c1	18	-6.4%
Fc1ccc(-c2nc3c(Cl)cc(C(F)(F)F)cn3c2Cl)cc1	-8	2.3%
COc1ccc(C2C(C(=O)OCC(=O)NC(C)(C)C)CCC(=O)N2c2ccc(C)cc2)cc1OC (centres undefined)	nt	1.8%
Cc1cccc(CSc2nnc(CCCCCNC(=O)OC(C)(C)C)o2)c1	4	4.1%
CCOC(=O)N1CCN(C(=O)c2cccn3c(=O)c4cc(Br)ccc4nc23)CC1	3	-5.6%
Cc1cc([N+](=O)[O-])ccc1-c1ccc(/C=N/NC(=O)Cc2ccccc2)o1	-7	-2.8%

Taken from above:
M. tuberculosis GlmU with `Fc1ccc(-c2nc3c(Cl)cc(C(F)(F)F)cn3c2Cl)cc1` → 2.3%
M. tuberculosis GlmU with `COC(=O)C1=C[C@@H](C(=O)OC)[C@@H]2C3=C(C(=O)[C@@]2(C)NC(=O)c2ccccc2)[C@H](c2ccccc2)[C@@H]2C(=O)NC(=O)[C@@H]2[C@@H]3C1` → 4.2%

Going on with the list.
SMILES	RmlCD inh 1536	M. tuberculosis GlmU
COc1ccc(/C(O)=C2/C(=O)C(=O)N(Cc3cccnc3)C2c2ccccn2)cc1 (centres undefined)	nt	-0.4%
S=C(Nc1ccccc1Cl)N(Cc1cccnc1)Cc1ccco1	-7	2.2%
Nc1nnc(-c2ccco2)s1	nt	4.2%
Cc1cc(C(=O)Nc2sc3c(c2C#N)CCC(C)C3)cs1 (centres undefined)	nt	1.4%
O=c1nc2n(c3ncccc13)CCC2	11	6.7%
COc1cc(C(C[N+](=O)[O-])c2c(N)n(C)c(=O)n(C)c2=O)ccc1O (centres undefined)	-11	3.8%
O=c1cc(CN2CCCc3ccccc32)nc2sccn12	-8	5.9%
COc1ccc(-c2cc(C(=O)N(C)Cc3ccccc3)no2)cc1OC	17	2.8%
CNC(=S)N/N=C(\C)c1ccccc1	-11	3.1%
CCc1ccccc1NC(=O)CSc1nnc([C@@H](NC(=O)OC(C)(C)C)C(C)CC)o1 (some centres undefined)	2	4.1%
O=S1(=O)CCN(Cc2cccc(Cl)c2)CC1	-8	-7.5%
O=C(O)C(Cl)Cl	nt	2.2%
COc1ccc(OCCSc2nnc(CCNC(=O)c3ccc(Cl)c(Cl)c3)n2C)cc1	-8	3.4%
COc1ccc(N2CC(C(=O)Nc3ccc(S(=O)(=O)Nc4nc(C)cc(C)n4)cc3)CC2=O)cc1 (centres undefined)	nt	6.3%
COc1ccccc1CC(NC(C)=O)C(=O)NC1CCN(C(=O)Nc2ccccc2Cl)CC1 (centres undefined)	5	2.2%
O=S(=O)(NCc1ccc(Cl)cc1)c1cnc[nH]1	nt	-1.5%
COc1ccc(N2CCN(CCNC(=O)C3CC(=O)N(C4CCCC4)C3)CC2)cc1 (centres undefined)	-3	3.9%
CCOC(=O)C(NCCOC)(NC(C)=O)C(F)(F)F (centres undefined)	10	3.4%
CCOc1ccc(C(=O)NC(=S)Nc2ncccc2C)cc1[N+](=O)[O-]	4	-15%
COc1ccc(OC)c(CNC(=O)CCN2C(=O)COc3ccccc32)c1	nt	-0.6%
N#CC(C#N)=CC1=C2OC(c3ccccc3)=CC(c3ccccc3)=C2CCC1	-8	2.5%
COc1ccc(S(=O)(=O)NNC(=O)c2cccs2)cc1	-4	-2.4%
CC(=O)NNc1nc(-c2ccc(C)cc2)cs1	-14	0.7%
Cc1ccc(-n2c(C)cc(/C=C3/C(=N)N4C(c5ccccc5)=CSC4=NC3=O)c2C)cc1	-3	7.5%
O=C(NCc1ccccc1)C1=C[C@@H](c2coc3ccccc3c2=O)C[C@@H](OCCCCO)O1	nt	3.7%
CN1CCN(C(=O)c2ccccc2NC(=O)CCN2C(=O)c3ccccc3C2=O)CC1	-17	2.2%
O=C(c1ccccc1)c1ccc(OC(=O)N2CCCC2)cc1	3	2.2%
O=C(Cn1c2ccccc2c(=O)c2ccccc21)Nc1ccccc1F	8	1.7%
O=c1cc(O)nc(-c2ccc(Cl)cc2)s1	-9	2.1%
NC(=S)Nc1cc(Cl)cc(Cl)c1	-6	3.4%
Fc1ccccc1/C=N/Nc1nn[nH]n1	nt	-0.9%
O=C(Cn1cnc2ccccc2c1=O)NCCC(=O)N1CCN(c2ccccc2)CC1	7	6.5%
COC(=O)c1sccc1NC(=S)N1CCCCC1	12	4.5%
CC(C)(C)C(=O)N1CCN(c2nc3ccccc3o2)CC1	nt	-6.5%
O=C(O)c1cccc(-c2ccc(/C=N/n3cnc4sc5c(c4c3=O)CCCC5)o2)c1	-2	2.1%
Cc1ccc(NC(=O)CN2C(=O)NC(Cc3ccccc3)C2=O)cc1 (centres undefined)	nt	2.1%
COc1cccc(OCC(Cn2cnc3ccccc32)OC(C)=O)c1 (centres undefined)	-34	-0.4%
C=CCn1c(SCC(=O)N2CCc3ccccc3C2)nnc1-c1ccncc1	1	-2.2%
c1ccc(CSc2n[nH]c(-c3ccco3)n2)cc1	-11	-4.9%
COc1ccc(CCn2c(-c3ccccc3)nc3c(c(=O)c4ccccc4n3C)c2=O)cc1	11	-4.2%
COc1ccc2nc(NC(=O)Cn3cnc4c(=O)n(C)c(=O)n(C)c43)sc2c1	13	-0.8%
Cc1cc(C)nc(NC2=NCCN2C(=O)NC2CCCCC2)n1	nt	3.1%
COc1ccc(NC(=O)CSc2nnc(Cn3c(=O)sc4ccccc43)n2C)cc1OC	1	-0.7%
O=C(Cn1cnc(Cl)c1Cl)c1ccc(F)cc1	-11	-4.4%
CCCCNC(=S)NC1CCCC1	-4	-3.5%
COc1cc(OC)cc(C(=O)n2cnnc2N)c1	-6	-2.2%
Cc1nnc2sc(SCc3ccc(Br)cc3)nn2c1=O	4	-0.2%
NC(=O)CSc1nnc2ccc(-c3ccc(F)cc3)nn12	-6	2.1%
Cc1nc(CSc2nnc(N)s2)cs1	9	2.3%
COc1ccc(N2CCN(C(=O)c3ccc(N(C)S(=O)(=O)c4ccc(OC)cc4)cc3)CC2)cc1	nt	0.4%
CC(C)C(OC(=O)c1cc2sccc2n1C)C(=O)NCC1CCCO1 (centres undefined)	nt	-5.2%
Cc1cnc(NC(=O)C2=C(O)c3ccccc3S(=O)(=O)N2C)s1	nt	-2.2%&6.1%
CCCOc1ccc(NC(=O)CC2Nc3ccccc3NC2=O)cc1 (centres undefined)	4	-4.7%
Clc1ccc(/C=N/N2CCN(Cc3ccccc3Cl)CC2)cc1	9	-0.2%
OCCCC1CCCCN1Cc1nc(Cc2ccccc2Cl)no1 (centres undefined)	5	1.4%
COC(=O)c1c(NC(=O)c2ccco2)sc(C(=O)N2CCCC2)c1C	4	-4.4%
Cc1onc(-c2ccccc2)c1C(=O)NCCc1c[nH]c2ccccc12	nt	0.9%
Nc1ccccc1C(=O)OCC(=O)c1ccc2c(c1)OCCO2	-12	1.6%
COCCOCCn1cnc2ccccc21	7	3.0%
CCc1cc2c(SCC(=O)O)ncnc2s1	4	-4.1%

(cont.)
SMILES	RmlCD inh 1536	M. tuberculosis GlmU
Cc1cccc(-n2c(CNC(=O)c3ccccc3)nnc2SCC(=O)Nc2nccs2)c1	6	1.8%
O=C(CSc1nnc(-c2n[nH]c3ccccc23)n1-c1ccccc1)Nc1ccccc1Cl	nt	5.8%
CCN(CC)c1ccc(/C=C2\CCC(/C=C(\C#N)C(=O)Nc3ccccc3F)=C2N2CCOCC2)cc1	nt	-4.2%
O=C(c1cccc(C(F)(F)F)c1)N1CCC(O)(CS(=O)(=O)Cc2ccccc2)CC1	14	1.4%
COc1ccccc1OCc1ccc(C(=O)N2CCOCC2)o1	10	-3.6%
CCOC(=O)c1ccc(N/C=C2\CCCCC2=O)cc1	nt	2.7%
O=C(CSc1nnc(C2CC2)n1Cc1ccco1)NCC(F)(F)F	4	-6.6%
O=C(Nc1ccc(-c2nc3cc(Cl)ccc3o2)cc1)C1CCCO1 (centres undefined)	nt	-6.7%
Cc1cc(C)n(CCc2nc(-c3ccco3)cs2)n1	-1	-2.0%
CC(=O)N(C1=NCCCS1)c1ccccc1F	4	1.9%
CC(=O)c1c(O)n(C2CCCCCC2)c(=O)[nH]c1=O	-6	-4.1%
Cc1ccc(NC(=O)Cn2c(O)c(N=NC(=O)c3cc([N+](=O)[O-])ccc3O)c3ccccc32)cc1	nt	-0.8%
COc1ccc(-c2c(O)c(C#N)c(-c3ccccc3)n(-c3ccc(OC)cc3)c2=O)cc1	35	3.6%
O=C(CSc1nnc(Cc2ccccc2)n1-c1ccccc1)NNC(=O)Cc1ccccc1	-9	1.5%
Cc1cccc(Nc2cc(=O)[nH]c(=O)[nH]2)c1	-3	4.6%
CCCCc1nnc(SCCSc2nnc(CCCC)n2N)n1N	4	-0.9%
CCn1c(=O)n(-c2ccc(Cl)cc2)c(=O)c2c3c(sc21)COC(C)(C)C3	nt	2.8%
Cn1c(=O)c2c(nc(NCCNC(=O)c3ccco3)n2Cc2ccc(Cl)cc2Cl)n(C)c1=O	-7	6.8%
COC(=O)c1ccccc1NC(=O)C1CC(=O)N(c2ccc(F)cc2)C1 (centres undefined)	8	1.8%
O=C(NNC(=O)C(O)(c1ccccc1)c1ccccc1)C1CC1	-1	-2.9%
CCN1CCN(C(=O)CCN2C(=O)c3ccccc3C2=O)CC1	2	-1.1%
CCNc1nc(NC(C)C)nc(N(C)C#N)n1	-5	-0.7%
CCOc1ccc(-c2nc(C#N)c(NCC3CCCO3)o2)cc1 (centres undefined)	nt	1.1%
Cc1nn(C)cc1C(C)NCc1c(C(=O)N2CCCCCCC2)nc2ccc(Cl)cn12 (centres undefined)	nt	-7.2%

Given with each value named: 2 of the compounds above
> Cn1c(=O)c2c(nc(NCCNC(=O)c3ccco3)n2Cc2ccc(Cl)cc2Cl)n(C)c1=O
  RmlCD inh 1536 = -7
  M. tuberculosis GlmU = 6.8%

> CCCCc1nnc(SCCSc2nnc(CCCC)n2N)n1N
  RmlCD inh 1536 = 4
  M. tuberculosis GlmU = -0.9%

Following part:
SMILES	RmlCD inh 1536	M. tuberculosis GlmU
O=C1C(=O)N(CCCN2CCOCC2)C(c2cccs2)/C1=C(/O)c1ccc2c(c1)OCO2 (centres undefined)	-3	0.6%
Cc1c(NCc2cc(Cl)ccc2O)c(=O)n(-c2ccccc2)n1C	nt	-1.2%
O=C(NCC12CC3CC(C1)CC(CNC(=O)N1CCCC1)(C3)C2)N1CCCC1	nt	-0.2%
CCN1CCN(C2CCN(C(C)=O)CC2)CC1	nt	3.0%
CC(=O)NCCc1ccc(S(=O)(=O)NC2OC(=O)c3ccccc32)cc1 (centres undefined)	-7	2.7%
CCCn1nc(C(=O)OCC(=O)Nc2ncc(Cl)c(C)c2Cl)c2ccccc2c1=O	9	0.5%
O=C(Nc1ccccc1F)c1ccco1	-8	-4.2%
CC(C)Cc1nnc(NC(=O)c2cc(-c3ccccc3)nc3ccccc23)s1	14	0.7%
CCOC(=O)Cc1c(C)nc(Cc2ccc(OC(C)C)cc2)[nH]c1=O	-7	7.6%
N#Cc1ccsc1NC(=O)CN1CCN(c2ccccn2)CC1	11	1.4%
CCOC(=O)C1=C(C)OC(N)=C(C#N)C1c1ccc(O)c(OC)c1 (centres undefined)	nt	-0.5%
COCCNC(=O)c1c(NC(=O)c2ccco2)n(Cc2ccccc2)c2nc3ccccc3nc12	-3	2.9%
CC(=O)Nc1ccc(S(=O)(=O)N2CCCN(S(=O)(=O)c3ccc(C)cc3)CC2)cc1	nt	2.5%
CCOC(=O)C1CCN(C(=O)Cc2c(C(=O)O)n(CC)c3ccccc23)CC1	7	4.6%
NS(=O)(=O)c1ccc(CCNC(=O)CN2CCN(c3cccc(Cl)c3)CC2)cc1	15	0.8%
Cc1ccc2cc(CN(CC3CCCO3)C(=S)Nc3ccccc3)c(=O)[nH]c2c1C (centres undefined)	nt	-0.5%
O=c1c(/C=N/OCc2ccc(Cl)cc2Cl)c[nH]n1-c1cccc(Cl)n1	3	-4.3%
Cc1cc(C(=O)NCCCN2CCCC2=O)no1	12	0.1%
Cc1ccc(C)c(N2CCN(C(=O)C(Cc3ccccc3)n3cccc3)CC2)c1 (centres undefined)	nt	-5.1%
Cc1cccc(C(P(=O)(c2ccccc2)c2ccccc2)P(=O)(c2ccccc2)c2ccccc2)n1	-5	-1.4%
O=C(Nc1cccc(NC(=O)c2ccc(Br)o2)n1)c1ccc(Br)o1	-8	3.7%
CCC1CCCCN1Cc1nc2c(c(=O)n(C)c(=O)n2C)n1CCC(C)C (centres undefined)	nt	-5.4%
CCOc1ccccc1N(CC(=O)Nc1ccc(S(=O)(=O)N2CCOCC2)cc1)S(=O)(=O)c1ccccc1	11	-1.2%
CC(=O)N1CCn2c3ccc(C)cc3c3cccc1c32	nt	-3.7%

Sorted by count of non-hydrogen atoms (ascending): part of the list above
SMILES	RmlCD inh 1536	M. tuberculosis GlmU
Cc1cc(C(=O)NCCCN2CCCC2=O)no1	12	0.1%
CC(=O)N1CCn2c3ccc(C)cc3c3cccc1c32	nt	-3.7%
CC(=O)Nc1ccc(S(=O)(=O)N2CCCN(S(=O)(=O)c3ccc(C)cc3)CC2)cc1	nt	2.5%

Screens (PubChem)
